Screening results: PubChem, several laboratories
Peg3 promoter: Peg3 promoter-driven luciferase inhibitors, primary screen, cell-based, HeLa, luciferase luminescence; HeLa PEG-Prom luciferase reporter, overnight; inhibition, % at 20 µM; 360,000 compounds, 1.7% hits; AID 588405, 2011;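 active means inhibition of at least 50% at 20 µM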
MITF TRPM1 inh: inhibitors of MITF-dependent TRPM1 promoter reporter, primary screen, cell-based, SK-MEL-5, single point, luciferase | SK-MEL-5 TRPM1 promoter luciferase, 24 h | inhibition, % at 12.5 µM | 330,000 compounds, 0.83% hits;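 active means mean inhibition across replicates of 60% or more, whatever share of single replicates reaches that level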; further: values of inactives mirror those of a sister screen read the other way
iPSC survival up: enhancers of single-cell hiPSC survival, primary screen, ATPlite luminescence | 100% = ROCK inhibitor wells, 0% = DMSO | survival enhancement, % at 20 µM | 360,000 compounds, 0.044% hits | AID 602274, 2012; in the data active means survival enhancement above about 18%;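 further: cells exposed to compounds for 16 hours before the ATP read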
CF NFkB block: inhibitors of PAF-induced NF-kB signaling, primary screen, cell-based, GFP fluorescence, uHTS | 360,000 compounds, 0.86% hits | KKLEB NF-kB-GFP reporter, GFP fluorescence overnight | inhibition, % at 5 µM;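 active means at least 50% inhibition at 5 µM, scaled per plate between neutral and stimulator controls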;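 further: PAF is a Pseudomonas aeruginosa culture filtrate used as stimulus; plate controls were PAF-stimulated DMSO wells for no effect and unstimulated DMSO wells for full effect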
LMP1 NFkB inh: EBV LMP1-driven NF-kappaB luciferase reporter inhibitors, primary screen, cell-based, luminescence, single point | LMP1-induced NF-kappaB luciferase reporter cells | inhibition, % at 12.5 µM | 350,000 compounds, 0.69% hits | AID 504558, 2011; in the data active means inhibition above about 41%;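 further: 0% = neutral control wells and 100% = reference inhibitor control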
Shn3 3UTR inh: reduction of Shn3 3'UTR firefly luciferase signal, primary screen, Schnurri-3 inhibitor project, cell-based, Clone20 osteoblasts, set 2. Clone20 osteoblast Shn3 3'UTR firefly luciferase, 24 h. 360,000 compounds, 0.52% hits. inhibition, % at 12.5 µM;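 active means mean inhibition of at least 75% with every replicate also reaching 75%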;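 further: 0% = median of neutral control wells and 100% = pilot-screen positive control compound; some compounds past the cut are filed as inactive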
KKLEB cytotox: cytotoxicity in KKLEB CF airway cells, primary screen, cytotoxicity control for CF NF-kB inhibitor project, cell-based, uHTS, fluorescence assay plates; KKLEB CF airway cells viability, ATPlite luminescence, overnight; hits give low values; cells stimulated with P. aeruginosa culture filtrate; 360,000 compounds, 0.36% hits; activity change (cytotoxicity), % at 5 µM;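 active means corrected activity change at or below -50% at 5 µM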
TRAIL sens C8: viability loss with TRAIL in NB7+C8 cells, primary screen, TRAIL sensitizer project, cell-based, ATPlite luminescence; 360,000 compounds, 1% hits; inhibition (viability loss, TRAIL sensitization), % at 10 µM;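 active means compounds causing at least 50% loss of cell viability in the single-dose screen, relative to plate controls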
NR2E3 ag-1: NR2E3 agonists in two-hybrid cells, primary screen, cell-based, luminescence, CHO-S, Gal4-NCOR/VP16-NR2E3; Photoreceptor-specific nuclear receptor (Homo sapiens), Q9Y5X4; luciferase; inhibition of corepressor binding, % at 3.98 µM; 360,000 compounds, 0.35% hits; AID 602229, 2012;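 active means inhibition above the mean of all tested compounds plus 3 SD, cut at about 70% in these data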;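 further: 0% = DMSO with NR2E3 transfected cells and 100% = cells lacking NR2E3 construct; higher means lower luciferase signal from less NR2E3 corepressor binding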
Target sequence (Q9Y5X4 whole entry, looked up, the tested form may be a part): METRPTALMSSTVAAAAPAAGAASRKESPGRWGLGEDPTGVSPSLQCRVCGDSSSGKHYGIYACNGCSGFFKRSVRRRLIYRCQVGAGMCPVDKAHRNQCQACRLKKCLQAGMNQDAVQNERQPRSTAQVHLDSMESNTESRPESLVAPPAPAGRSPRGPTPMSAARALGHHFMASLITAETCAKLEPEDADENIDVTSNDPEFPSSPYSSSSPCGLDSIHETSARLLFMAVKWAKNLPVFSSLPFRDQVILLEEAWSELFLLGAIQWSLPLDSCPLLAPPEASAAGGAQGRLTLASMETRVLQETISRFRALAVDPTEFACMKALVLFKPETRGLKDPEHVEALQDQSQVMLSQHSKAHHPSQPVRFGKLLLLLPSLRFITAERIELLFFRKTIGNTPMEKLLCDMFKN
HIF-2a block: HIF-2a reporter inhibitors, primary screen, luminescence, 786-0 RCC cells | 786-0 RCC cells HIF-2a reporter, luciferase luminescence, overnight | inhibition, % at 18.8 µM | 360,000 compounds, 0.72% hits;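 active means inhibition of the luminescence signal of 40% or more relative to plate controls, in a single-dose primary screen at 18.75 µM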
NR2E3 ag-2: inhibitors of NR2E3-RetCOR corepressor binding, primary screen, NR2E3 agonist project, biochemical, TR-FRET, GST-NR2E3, biotin-RetCOR. Photoreceptor-specific nuclear receptor (Homo sapiens), Q9Y5X4. 1536-well. inhibition of corepressor binding, % at 4.78 µM. 320,000 compounds, 0.12% hits. AID 2300, 2010;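 active means percent inhibition above the cutoff of mean plus 3 SD of all tested compounds, set per screening campaign, cut at about 20% in these data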;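 further: 0% = DMSO wells and 100% = biotin wells as full block of FRET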
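Format: 1536-well format; test system: GST-NR2E3 and biotin-RetCOR proteins; read-out basis: percent inhibition of TR-FRET ratio; timing: 5 h incubation at 4 °C; detection: time-resolved FRET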
Active calls of the source: *; x = not tested or not shown; & = joins results of further samples.

SMILES	Peg3 promoter	MITF TRPM1 inh	iPSC survival up	CF NFkB block	LMP1 NFkB inh	Shn3 3UTR inh	KKLEB cytotox	TRAIL sens C8	NR2E3 ag-1	HIF-2a block	NR2E3 ag-2
CC1CCC(NC(=O)CN(C)S(=O)(=O)c2cnc[nH]2)CC1 (stereo not given)	-1	-6	-0.2	16	-20	4	-7	-7	-19	-6	1
COc1ccc(C(=O)Nc2nc3ccc(OC)cc3s2)cc1	-298	-54	-0.6	-9	-15	-112	10	33	-136	-256	x
O=C(Nc1ccc(F)c(Cl)c1)C1CC2CCC1C2 (stereo not given)	-18	-6	0.1	7	4	3	5	7	-13	-31	-3
CC1CCC2C(=O)N(c3cc(Cl)ccc3OC(=O)c3ccco3)C(=O)C2C1 (stereo not given)	11	-5	0.8	9	-3	-11	5	-13	16	9	x
Cc1c(NC(=O)c2ccc3c(c2)OCO3)cccc1-c1nc2ncccc2o1	-29	x	0.2	-24	-1	-5	6	-5	-29	-39	4
CCOC(=O)c1ccc(NC(=O)c2cc(S(=O)(=O)N3CCOCC3)ccc2O)cc1	4	8	-3.7	8	3	2	6	-1	5	-12	3
COc1cc(-c2noc(C)c2-c2ccc3[nH]ccc3c2)cc(OC)c1OC	-24	32	1.0	-22	-3	10	-4	6	28	-9	4
Cc1cccc(NC(=O)C2COc3ccccc3O2)n1 (stereo not given)	-56	-73	-0.6	11	6	-10	-6	-11	7	-121	0
Cc1cc(=O)oc2cc(OC(C)C(=O)Nc3ccc(N4CCCCC4)cc3)ccc12 (stereo not given)	-5	-8	0.2	14	7	10	-24	-8	-11	-10	3
COc1ccc(-n2ncc3c(N4CCC(C)CC4)ncnc32)cc1	-66	x	-1.6	-9	35	5	-2	45	-86	-21	0
O=C(N/C(=C\c1ccc(F)cc1)C(=O)N1CCOCC1)c1ccccc1	6	13	-0.1	-4	-6	7	3	3	-11	5	3
COc1ccc(-n2c(SCC(=O)Nc3ccccc3)nnc2-c2ccoc2C)cc1	10	8	0.2	-5	8	27	-6	-24	7	14	2
O=C(COc1ccc2c3c(c(=O)oc2c1)CCC3)N1CCN(c2ccccc2)CC1	-31	5	-0.1	16	10	-14	0	5	-9	-48	0
CCOC(=O)c1cc(C(C)=O)n2ccccc12	25	0	0.3	-13	1	-7	1	-3	-14	7	-1
COc1ccc(NS(=O)(=O)c2cccc(C(=O)NNC(=O)c3cc(C)oc3C)c2)cc1	1	-6	2.5	-1	-11	-4	2	-14	-9	1	4
Cn1c(=O)[nH]c(=O)c2c1[nH]c(=S)n2Cc1ccc(Cl)cc1	26	x	-0.7	5	-4	13	9	7	-15	1	0
CC(C)OP(=O)(OC(C)C)C(NC(=O)c1cccc([N+](=O)[O-])c1)C(N)=O (stereo not given)	-2	0	3.3	25	-6	12	-8	-15	-33	15	-3
CC(C)(C)S(=O)N1Cc2cc(=O)n(Cc3ccccc3)cc2[C@@H]1CCO (stereo not given in full)	-7	6	-1.4	-24	-6	-6	4	-4	-16	5	x
C=CCn1c(C)cc(C(=O)CSc2nc3ccccc3c(=O)[nH]2)c1C	-208	-21	1.9	-7	-13	3	0	25	-55	-166	3
CCCCN(C(C)=O)c1c(CC)nc2ccc(C(=O)Nc3cccc(OCC(=O)N(C)C)c3)cn12	-12	x	2.2	-24	x	5	-4	-3	-4	-5	x
OCCN(CCO)c1ncnc2c1oc1ccc(Br)cc12	9	12	18	7	-2	11	-6	14	9	3	0
CCC(C)C(=O)Nc1nnc(SCC(=O)N2C(C)CCCC2C)s1 (stereo not given)	8	14	0.8	1	-10	-1	13	-8	-35	-2	0
Cc1ccc(-c2noc(Cn3cc(S(=O)(=O)N4CCCC4)ccc3=O)n2)cc1	-55	-26	0.3	8	-6	-4	15	1	-29	-114	0
CCOC(=O)c1nn(-c2ccc(F)cc2)c(=O)cc1OCC(=O)Nc1ccc(OCC)cc1	-10	-1	0.3	-12	-15	0	-14	22	-6	6	-2
CCOC(=O)c1c(S(=O)(=O)N2CCCC2)c(C)n(C)c1C	-7	-1	-0.2	-7	0	-18	2	-7	-5	3	-3
CC(C)(C)c1ccc(C(CC(=O)O)NC(=O)CSc2ccccc2)cc1 (stereo not given)	8	6	-0.3	-14	-9	-10	1	-13	22	14	8
CC(=O)N1CCN(c2ccc(NC(=O)c3cccc(Cl)c3)cc2)CC1	-177	-45	-0.5	-18	-36	-55	-8	-8	-70	-228	2
CCOC(=O)C(C)(C)N(Cc1ccccc1C)S(=O)(=O)c1ccc(Cl)c([N+](=O)[O-])c1	100*	8	0.6	2	4	10	-1	-15	-18	40*	-2
CCN(CC(=O)NCc1cccs1)C(=O)c1ccc(NS(=O)(=O)c2cccc([N+](=O)[O-])c2)cc1	-3	-10	-0.3	-29	4	-8	2	23	8	-4	3
O=C(c1cccc(OC(F)F)c1)N1CCN(c2ncccn2)CC1	-4	6	8.5	-8	1	3	-2	-2	-10	-2	1

2 compounds from above, showing only HIF-2a block:
SMILES | HIF-2a block
CCOC(=O)c1c(S(=O)(=O)N2CCCC2)c(C)n(C)c1C | 3
CC(C)(C)c1ccc(C(CC(=O)O)NC(=O)CSc2ccccc2)cc1 (stereo not given) | 14

Additional records follow.
SMILES	Peg3 promoter	MITF TRPM1 inh	iPSC survival up	CF NFkB block	LMP1 NFkB inh	Shn3 3UTR inh	KKLEB cytotox	TRAIL sens C8	NR2E3 ag-1	HIF-2a block	NR2E3 ag-2
C#CCOc1c(Cl)cc(C2C3=C(CCCC3=O)N(CC(=O)O)C3=C2C(=O)CCC3)cc1OC	11	-4	-0.3	1	-3	-1	0	-3	16	15	-3
O=C(COC(=O)c1nsc(Cl)c1Cl)NC1CCCC1	17	-1	-0.1	9	0	1	-6	-6	-23	12	4
CCN(CC(=O)Nc1c(F)cccc1F)C(=O)/C=C/c1ccc(S(=O)(=O)N2CCCCCC2)cc1	33	17	-0.3	-8	12	60	-2	-10	32	16	1
Cc1ccc(-n2nc3cc(C)c(NC(=O)c4cccnc4)cc3n2)cc1	-134	-34	-2.1	-20	-9	-28	-16	10	-20	-218	2
O=C(COc1ccc(/C=N/NC(=O)c2ccccc2O)cc1)Nc1ccc([N+](=O)[O-])cc1	-8	-3	0.1	7	-2	-30	-15	16	-25	-3	4
CC(=O)c1cc(C#N)c(SCC(=O)OC(C)(C)C)nc1C	-80	-52	0.0	12	-18	x	-8	22	-32	-100	-2
O=C(Cc1ccccc1)NCCC1=CCCCC1	-31	-3	1.9	-10	12	17	-2	3	-11	-66	1
O=C(CCCCCNC(=O)N1CCn2c1nc1ccccc12)N[C@@H](C(=O)O)c1ccccc1	5	-10	-0.1	-5	-10	-5	-1	5	-22	7	-1
Cc1cc(NC(=O)CSc2nnnn2-c2ccc(C)c(C)c2)no1	17	4	0.0	-1	-16	24	6	-16	9	15	-3
COc1ccc(Nc2nc(-c3ccccc3)c3ccccc3n2)cc1	0	-5	4.0	2	-6	-10	4	-9	-12	6	2
CC(C)(C)OC(=O)COc1cc(F)ccc1[N+](=O)[O-]	-4	-1	0.9	4	0	4	4	1	-5	7	3
CC(C)C(C(=O)Nc1cccnc1)N1C(=O)c2ccccc2C1=O (stereo not given)	5	11	2.5	0	-10	1	5	9	13	20	-1
CC(=O)Nc1cccc(NC(=O)CSc2nc3c(=O)n(C)c(=O)n(C)c3n2C)c1	17	-12	0.3	-30	3	8	4	-6	-24	1	-2
CCc1cccc2c(C(=O)C(F)(F)F)cn(CC(=O)NCC3CCCO3)c12 (stereo not given)	8	-4	3.1	-5	-1	-23	1	-7	-4	2	-2
COc1cc(C)nc(NS(=O)(=O)c2ccccc2)n1	15	5	0.6	-3	1	20	-20	15	-13	1	1

Filtered by structure, the compounds so far with two or more sulfur atoms.
SMILES	Peg3 promoter	MITF TRPM1 inh	iPSC survival up	CF NFkB block	LMP1 NFkB inh	Shn3 3UTR inh	KKLEB cytotox	TRAIL sens C8	NR2E3 ag-1	HIF-2a block	NR2E3 ag-2
CCC(C)C(=O)Nc1nnc(SCC(=O)N2C(C)CCCC2C)s1 (stereo not given)	8	14	0.8	1	-10	-1	13	-8	-35	-2	0
CCN(CC(=O)NCc1cccs1)C(=O)c1ccc(NS(=O)(=O)c2cccc([N+](=O)[O-])c2)cc1	-3	-10	-0.3	-29	4	-8	2	23	8	-4	3

The results go on.
SMILES	Peg3 promoter	MITF TRPM1 inh	iPSC survival up	CF NFkB block	LMP1 NFkB inh	Shn3 3UTR inh	KKLEB cytotox	TRAIL sens C8	NR2E3 ag-1	HIF-2a block	NR2E3 ag-2
CCCCn1c(=O)[nH]c(=O)c2c1nc(-c1ccc(OCC)cc1)n2CC	13	-5	-0.2	14	-2	-6	-8	5	-14	12	-1
COCCCNC(=O)C1CCCN(C(=O)Nc2ccc(OC)cc2)C1 (stereo not given)	4	-6	2.1	2	-7	-46	5	-13	-14	3	-3
O=C(Cc1ccc(Cl)cc1)NCC(=O)N1CCC2(CC1)NCCc1[nH]cnc12	17	x	-0.7	-30	-3	-13	0	-19	-21	13	x
Cc1ccccc1NC(=O)CSc1nnc(NC(=O)C2CC2)s1	0	12	-0.4	-2	-2	-14	1	10	1	7	5
C=CCSc1nnc(Cc2c(C)[nH]c3ccccc23)o1	-12	3	0.1	-19	1	-5	-2	5	-17	12	2
COc1ccc(N2CCN(C(=O)Cn3cnc4c(cnn4-c4ccc(C)cc4)c3=O)CC2)cc1	4	-1	0.7	10	7	31	5	6	-28	12	1
Cc1csc(=Nc2ccc(S(=O)(=O)N3CCOCC3)cc2)n1Cc1ccco1	8&14	1&4	1.7&-1.8	-9&-7	-7&-1	9&39	1&3	-21&4	-5&18	16&17	2
C/C(=N\Nc1nc(N2CCCCC2)nc(N2CCOCC2)n1)c1cccs1	1	-10	-0.8	2	0	9	2	-6	21	8	2
COc1cc(O)c(CCO)c2c1C(=O)C[C@@H](C)O2	-9	-1	-1.6	-5	-3	4	13	-6	-13	7	-1
CN(C)CC#Cc1cncc(C(=O)NNC(=O)Nc2ccc(Cl)cc2)c1	-6	0	-0.8	-11	-3	-18	10	-8	-12	4	-1
CC(=O)Nc1ccc(NC(=O)c2c(-c3ccccc3Cl)noc2C)cc1	7	7	0.3	18	3	18	0	-9	-4	3	3
FC(F)(F)c1cc(-c2ccccc2)nc(NCC2CCCO2)n1 (stereo not given)	17	3	-1.2	-2	-10	-2	11	-2	-15	7	0
O=C(COC(=O)CCN1C(=O)C2CC=CCC2C1=O)Nc1ccc([N+](=O)[O-])cc1 (stereo not given)	-19	-7	1.4	9	-5	20	3	-13	0	-8	x

A portion of the library. The share of hits here may be higher or lower than overall.
